High-throughput results deposited in PubChem by National Center for Advancing Translational Sciences (NCATS).
KCNH2 WT inh = qHTS for Inhibitors of KCHN2 3.1: Wildtype qHTS. activity change, % at 1.84 µM. U2OS, BacMam KCNH2, thallium flux FluxOr; hits give low values. 340,000 compounds, 0.37% hits;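 active = maximum activity change below -70%; inconclusive = maximum activity change between -70% and -50%; inactive = maximum activity change above -50%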; note: % is set by controls: 0 for no effect and ±100 for the full control effect
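U2OS cells were transduced with wild-type KCNH2 virus (2.03 x 10^8 / mL) for 4 h at room temperature, then cultured overnight at 37 C. Thallium flux was read with FluxOr dye. Rate constants were normalized to DMSO controls.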
TRPV1 agonist = HTS Assay for Compounds that Act as Agonists of the Vanilloid Receptor 1; AID 540275, 2011; activation, % at 8.33 µM; 320,000 compounds, 0.19% hits; Transient receptor potential cation channel subfamily V member 1 (Homo sapiens), Q8NER1; TRPV1-expressing cells, Fluo-8 calcium influx, agonist mode; in the data active = activation above about 80%; inconclusive = between about 30% and that limit; note: 0% is about no effect
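TRPV1-expressing cells were cultured overnight at 35.5C and loaded with Fluo-8 calcium dye for 40 to 90 min at room temperature. After a 10 s baseline, compound was added and calcium influx was read kinetically for 3 min (ex 480/em 520 nm).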
Giardia killer = Small Molecules that selectively kill Giardia lamblia: qHTS; Giardia lamblia trophozoite viability; activity change, % at 7.66 µM, hits read low; 340,000 compounds, 0.15% hits; AID 540267, 2011; in the data active = activity change below about -80%; inconclusive = between about -30% and that limit;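 note: parasites exposed to compound for two days anaerobically before the ATP read; % is set by controls: 0 for no effect and ±100 for the full control effect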
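Compounds were tested on trophozoites seeded at 100 cells/well and held 48 hrs at 37 deg C anaerobically. An ATP-based luminescent kit measured the remaining live cells.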
GALK inhibitor = qHTS Assay for Inhibitors of Human Galactokinase (GALK); P51570; 270,000 compounds, 0.007% hits; Potency, µM (top dose mostly 57.5 µM), for the others: top-dose activity change, negative = inhibition, usual class: inhibitors; Purified GALK, Kinase-Glo residual ATP luminescence; note: potency is the fitted concentration of half-maximal effect; % is set by controls: 0 for no effect and ±100 for the full control effect
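Galactose (100 uM) and ATP (35 uM) were turned over by 5 nM GALK for 1 h at RT. Kinase-Glo Plus then converted the remaining ATP into a luminescent signal.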
KCNH2 3.1 block = qHTS for Inhibitors of KCHN2 3.1: Mutant qHTS; activity change, % (tested at about 1.8 µM); AID 720553, 2013; U2OS KCNH2 3.1, thallium flux FluxOr; hits give low values; 340,000 compounds, 0.95% hits;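 active = maximum activity change below -70%; inconclusive = maximum activity change from -70% to -50%; inactive = maximum activity change above -50%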;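 note: thallium influx rate constant from kinetic fluorescence after stimulation buffer; % is set by controls: 0 for no effect and ±100 for the full control effect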
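Channel expression came from 3.1 mutant virus (1.77 x 10^8 /mL) applied to suspended U2OS cells for 4 h. Flux was tracked with FluxOr dye plus Red40 quencher, and kinetic rate constants normalized to controls.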
Coupling enz = qHTS Assay for Inhibitors of Fructose-1,6-bisphosphate Aldolase from Giardia Lamblia: Coupling assay counterscreen. activity change, negative = inhibition, % at 58.2 µM, hits read low. coupling enzyme system counterscreen, AmpLite Red fluorescence. 290,000 compounds, 0.67% hits; in the data active = activity change below about -30%; note: % is set by controls: 0 for no effect and ±100 for the full control effect
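Counterscreen lacking aldolase: glyceraldehyde-3-phosphate coupling-enzyme reagent preincubated 10 min at RT with compound (at 57.5 uM final), then substrate/coupling system with AmpLite Red added; fluorescence read at 525/598 nm after 20 min RT.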
Menin MLL FP TR = qHTS Assay for Inhibitors Targeting the Menin-MLL Interaction in MLL Related Leukemias: Competition With Texas Red Labeled MLL-derived Mutant Peptide; AID 1768, 2009; Menin + Texas Red MLL mutant peptide, fluorescence polarization; O00255; Potency, µM (top dose mostly 61.6 µM), for inactives: at the top dose FP activity change, negative = inhibition, hits mostly inhibitors; 270,000 compounds, 0.23% hits; active = well fitted inhibition curve with a large enough effect in the polarisation, with a control signal flat, not every such curve was filed as active; inconclusive = small, poorly fitted or top-dose-only effect, or effect the other way, or a change in a side signal; inactive = no such curve, though single readings can be large or run the other way; the % refers to the polarisation; note: potency is the fitted concentration of half-maximal effect; % of control where 0% means no effect; many of its hits are not listed in these tables
MLL CXXC-DNA inh = qHTS Fluorescence Polarization Assay for Inhibitors of MLL CXXC domain - DNA interaction. AID 2662, 2010. MLL-CXXC / FITC-HOXA9 DNA fluorescence polarization. Potency, µM (highest dose often 115 µM), inactives show top-dose activity change, negative = inhibition, usual class: inhibitors. Histone-lysine N-methyltransferase 2A (Homo sapiens), Q03164. 290,000 compounds, 0.037% hits; active = well fitted inhibition curve with a large enough effect in the polarisation, with a control signal flat, not every such curve was filed as active; inconclusive = small, poorly fitted or top-dose-only effect, or effect the other way, or a change in a side signal; inactive = no such curve, though single readings can be large or run the other way; the % refers to the polarisation; note: potency is the fitted concentration of half-maximal effect
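Purified MLL-CXXC (added from a 7 uM solution) was preincubated 5 min at ambient with pinned compounds in 50 mM Tris-HCl pH 7.5, 50 mM NaCl, 1 mM DTT, 0.05% BSA. Fluorescein-labeled HOX-A9 DNA (50 nM solution) followed, 30 min, then polarization read.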
B2AR arrestin = qHTS assay of beta-arrestin-biased ligands of beta2-adrenergic receptor | Potency, µM (top dose mostly 46.1 µM), for inactives: at the highest dose activation, hits mostly activators | 330,000 compounds, 0.02% hits | Beta-2 adrenergic receptor (Homo sapiens), P07550 | beta-arrestin recruitment to beta2AR, cell-based reporter | AID 492947, 2010;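 note: potency is the fitted concentration of half-maximal effect; 0% = DMSO controls and full agonism = EC100 isoproterenol or metaproterenol; nearly all actives have a fitted effect of over 65% in size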
USP2a block = qHTS Assay for Inhibitors of Ubiquitin-specific Protease USP2a Using CHOP2 as the Reporter | Potency, µM (doses to about 38.3 µM), inactives show at the highest dose activity change, negative = inhibition, most hits filed as inhibitors | USP2 core, Ub-CHOP2 coupled fluorogenic reporter, 485/531 | 330,000 compounds, 0.01% hits | AID 463254, 2010;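 note: potency is the fitted concentration of half-maximal effect; plate controls were DMSO wells for no effect and full inhibition by NEM control for full effect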
Target sequence (O75604 whole entry, looked up): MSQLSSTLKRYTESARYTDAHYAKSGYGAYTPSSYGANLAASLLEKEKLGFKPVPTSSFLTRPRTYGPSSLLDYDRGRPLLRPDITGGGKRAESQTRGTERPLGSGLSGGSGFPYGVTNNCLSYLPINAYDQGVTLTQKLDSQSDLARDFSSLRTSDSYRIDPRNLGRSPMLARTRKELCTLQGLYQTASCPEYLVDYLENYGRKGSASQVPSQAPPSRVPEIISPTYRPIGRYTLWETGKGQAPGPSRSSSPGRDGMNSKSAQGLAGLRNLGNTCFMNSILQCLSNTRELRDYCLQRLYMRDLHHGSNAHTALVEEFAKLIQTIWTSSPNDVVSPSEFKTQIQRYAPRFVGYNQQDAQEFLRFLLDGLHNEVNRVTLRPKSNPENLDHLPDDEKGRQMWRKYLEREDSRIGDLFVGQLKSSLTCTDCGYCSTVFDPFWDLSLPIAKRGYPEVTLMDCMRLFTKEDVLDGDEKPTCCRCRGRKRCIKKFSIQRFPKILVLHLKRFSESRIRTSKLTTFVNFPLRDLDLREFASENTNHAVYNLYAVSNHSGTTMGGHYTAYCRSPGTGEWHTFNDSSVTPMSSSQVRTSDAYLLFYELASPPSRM
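Cell-free coupled assay: 10nM USP2 core preincubated 30min RT with compound in Tris-HCl pH 8.0/CaCl2/CHAPS buffer, then 25nM Ub-CHOP2 and 25nM reporter substrate; fluorescence (Ex 485/Em 531) read after 60min RT, normalized to NEM inhibition, concentration-response curves fitted.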
PKM2 activator = qHTS Assay for Activators of Human Muscle isoform 2 Pyruvate Kinase; AID 1631, 2009; purified PKM2, Kinase-Glo ATP luminescence, activation; response scale: 0% is enzyme alone, no compound; 260,000 compounds, 0.34% hits; Potency, µM (doses to about 57.5 µM), for inactives: top-dose activation, most hits filed as activators; note: potency is the fitted concentration of half-maximal effect; % is set by controls: 0 for no effect and ±100 for the full control effect; nearly all actives have a fitted effect of over 55% in size
Target sequence (P14618 whole entry, looked up, canonical isoform): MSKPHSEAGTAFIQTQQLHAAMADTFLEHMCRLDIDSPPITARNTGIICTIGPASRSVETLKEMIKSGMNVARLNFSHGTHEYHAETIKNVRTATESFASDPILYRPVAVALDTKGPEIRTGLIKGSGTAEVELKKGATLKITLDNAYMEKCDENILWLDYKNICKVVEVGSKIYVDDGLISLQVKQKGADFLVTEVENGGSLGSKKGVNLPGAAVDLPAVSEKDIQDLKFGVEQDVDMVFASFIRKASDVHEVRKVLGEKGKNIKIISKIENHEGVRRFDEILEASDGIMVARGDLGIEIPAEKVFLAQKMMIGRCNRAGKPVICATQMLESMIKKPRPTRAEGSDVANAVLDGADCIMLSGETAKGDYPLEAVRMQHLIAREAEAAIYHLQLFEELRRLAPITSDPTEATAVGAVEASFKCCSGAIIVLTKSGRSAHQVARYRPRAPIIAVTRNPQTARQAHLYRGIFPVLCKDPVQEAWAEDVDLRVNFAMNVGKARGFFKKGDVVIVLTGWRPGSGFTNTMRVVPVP
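Kinase-Glo luminescence reports ATP generated from ADP (0.1 mM) and PEP (0.5 mM) by purified hPK-M2 after 1 h at room temperature, pH 7.2 imidazole buffer; intermediate enzyme activity allows detecting inhibitors and activators.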
Numbers without * were called inactive; i = inactive; ? = inconclusive; . = not tested or not shown; & = joins results of further samples; [ ] = another dose, or the depositor's remark. Unless noted, calls come from the whole dose curve; as a rule, active = well fitted curve in the direction sought with a large enough effect; inconclusive = small, poorly fitted or top-dose-only effect, or another doubt; inactive = no such curve, though single readings can be large; an effect the other way counts as inactive or inconclusive. Some of the compounds tested. The share of hits here may be higher or lower than overall.

SMILES	KCNH2 WT inh	TRPV1 agonist	Giardia killer	GALK inhibitor	KCNH2 3.1 block	Coupling enz	Menin MLL FP TR	MLL CXXC-DNA inh	B2AR arrestin	USP2a block	PKM2 activator
CCOC(=O)C1(CCSC)NC(c2ccco2)C2C(=O)N(C)C(=O)C21 (stereo unspecified)	-2	-3	8	0%	-18	1	3%	2%	-1.0%	2%	3%
CC(C)CN(CC(C)C)C(=O)Nc1ccccc1F	i	10	4	-2%	19	1	-30%	19%	0.0%	4%	-6%
O=C(Nc1ccc(N2CCN(C(=O)c3cccs3)CC2)cc1)c1cccnc1Cl	.	-1	-11	-1%	18	-1	-7%	-1%	0.6%	1%	-3%
CCC(=O)Nc1cccc(-c2csc(-c3ccccc3)n2)c1	-5	?	-6	-3%	-5	-2	?	0%	-0.1%	-7%	-1%
O=C(NCC(c1cccs1)N1CCOCC1)c1ccc(Cl)s1 (stereo unspecified)	-7	18	11	9%	7	0	-7%	-2%	0.0%	0%	-6%
CCN(CC)CCOC(=O)CCc1cccc2ccccc12	-11	1	14	2%	-7	2	16%	-5%	0.1%	-1%	4%
Cc1cc(N2CCCC2)nc2ccc(NC(=S)NC(C)C)cc12	5	-1	-3	2%	-47	-13	-18%	2%	0.4%	0%	1%
Cc1noc(COc2ccccc2OCc2onc(C)c2Cl)c1Cl	-10	?	-8	-3%	-1	1	15%	2%	-0.5%	2%	1%
Cc1ccc(CC(=O)N/N=C/c2ccc(OC(=O)c3ccc([N+](=O)[O-])cc3)cc2)cc1	3	1	7	1%	4	-1	?	6%	-0.3%	5%	3%
Cc1cccc(N(CC(=O)Nc2c(C)n(C)n(-c3ccccc3)c2=O)S(C)(=O)=O)c1C	-7	-5	22	-2%	10	3	-2%	1%	-0.3%	9%	-1%
O=C(c1ccc2c(c1)N(Cc1ccccc1)CCS2)N1CCCCC1	-6	-9	-23	1%	-12	7	-26%	-15%	-0.2%	-2%	9%
COc1cccc(NC(=O)CC(c2ccc(OC(C)C)cc2)c2ccccc2OC)c1 (stereo unspecified)	-4	6	17	.	-8	-2	20%	-20%	0.1%	1%	4%
C=CCn1c(C)nnc1SCC(=O)Nc1oc(C)c2c(C)n[nH]c(=O)c12	0	0	-6	.	21	.	.	.	-0.4%	1%	.
CCNC(=O)NC(=O)C(C)OC(=O)C(C)(C)Oc1ccc(Cl)cc1 (stereo unspecified)	3	7	4	0%	11	0	5%	-5%	-0.2%	0%	-2%
Cc1cccc(C(=O)NCC(C)NC(=O)c2cccc(C)c2)c1 (stereo unspecified)	-1	21	5	-1%	-4	4	0%	3%	-0.5%	1%	2%
CCOc1ccc2nc(N/C(N)=N/C(=S)Nc3ccc(OC)cc3)nc(C)c2c1	-5	0	-9	2%	-18	0	-21%	-23%	-0.1%	-1%	-5%
CCOC(=O)c1sc(NC(=O)c2cccs2)cc1C	30	17	-10	-3%	14	1	?	13%	-0.2%	-1%	-8%
COc1ccc(CCN(Cc2ccccn2)C(=S)Nc2ccccc2F)cc1OC	1	-2	-3	-2%	13	-1	14%	5%	-0.3%	0%	0%
O=C(c1ccc(-n2cncn2)c([N+](=O)[O-])c1)N1CCN(c2cccc(Cl)c2)CC1	52	1	11	4%	3	.	.	-2%	0.1%	-1%	8%
Cc1cc(NC(=O)CSc2nc(C3CCCCC3)nc3ccccc23)no1	1	20	-16	-2%	-2	-1	-26%	-1%	-0.3%	1%	-1%
Cc1ccc(NC(=O)COC(=O)Cn2c(C)csc2=O)cc1	-3	-1	-11	4%	9	0	0%	1%	-0.4%	1%	0%
COc1ccc(NC(=S)NCc2cccs2)cc1OC	10	13	-19	0%	11	1	-9%	18%	-0.1%	2%	-31%
COc1cc(NC(=O)c2cccs2)c(OC)cc1NC(=O)CCC(=O)Nc1cccc2ncccc12	-3	0	11	1%	4	2	5%	-6%	-0.6%	9%	2%
CN(Cc1ccccc1)C1CCCN(C(=O)c2ccc(Cl)s2)C1 (stereo unspecified)	33	?	-17	1%	.	.	.	18%	0.2%	1%	0%
O=C(CCc1ccc(Oc2cc([N+](=O)[O-])cc([N+](=O)[O-])c2)cc1)NC1CCCC1	.	2	?	2%	-6	0	-1%	2%	-2.3%	2%	-8%
CC(C)c1ccc(OCc2ccc(C(=O)O)o2)cc1	0	1	-5	4%	-21	21	26%	10%	0.5%	-2%	0%
COc1cc(/C=C\C(=O)Nc2cc(=O)n(C)c(=O)n2C)cc(OC)c1OC	-6	3	2	4%	-6	-3	0%	-1%	0.2%	2%	-3%
Cc1cc(C)cc(OCC(=O)NCCN2CCOCC2)c1	-3	-4	-10	1%	-7	0	19%	3%	0.2%	0%	10%
CCSCc1nnc(SCC(=O)Nc2ccc(OC)cc2)n1C	2	-4	7	-2%	-14	0	3%	-18%	0.4%	3%	-2%
COc1ccccc1C(CNC(=O)c1cccc(NS(=O)(=O)c2ccc(Br)cc2)c1)N(C)C (stereo unspecified)	7	8	29	.	-31	.	.	.	-0.1%	0%	.
CC(=O)Oc1ccc(C(=O)Nc2cccc(-c3nnc(-c4ccco4)o3)c2)cc1	-13	16	-6	-3%	4	3	.	-2%	-0.5%	2%	2%
CCCCOC(=O)n1ccc(C(=O)Nc2ccccc2OC)n1	-10	10	6	4%	20	1	0%	130%[activator]	-0.3%	1%	-5%
COc1ccccc1C(=O)NNC(=O)C(=O)NCc1ccccc1	-3	1	0	2%	-20	4	1%	-15%	-0.2%	4%	0%
CC(C)OC(=O)c1nn2c(C(F)(F)F)cc(-c3ccco3)nc2c1Cl	6	2	-7	-2%	2	1	6%	3%	2.1%	4%	-13%
COc1cc2c(cc1OC)C(c1ccccc1)NCC2 (stereo unspecified)	-15	3	1	6%	-7	0	?	2%	0.4%	-1%	.
Cc1cccc(-n2c(O)c(C=Nc3c(C)n(C)n(-c4ccccc4)c3=O)c3ccccc3c2=O)n1	-8&-30	-2	1&5	-2%	10&-5	4	-5%	?	0.2%	2%	0%
CCCCNC(=S)NCc1ccc2c(c1)cc(C)n2C	-13	?	2	.	-2	-2	9%	-3%	-0.7%	0%	-1%
CC1(C)C(c2ccccc2)=[N+]([O-])C2(CCCCC2=O)N1O (stereo unspecified)	2	1	10	0%	13	1	18%	1%	-0.6%	1%	12%
COc1ccc(N2CCN(Cc3cc(=O)oc4ccc(Cl)cc34)CC2)cc1	1	0	-9	2%	8	2	3%	-10%	0.2%	1%	-4%
O=C(COC(=O)C1CC2CCCC(C1)C2=O)Nc1ccc(Cl)cn1 (stereo unspecified)	1	1	-16	.	7	.	.	.	0.3%	1%	.
Cc1ccccc1CSc1nc2c(c(=O)[nH]1)CCC2	-2	0	14	1%	8	-2	6%	-1%	-1.7%	1%	6%
Clc1ccc(-n2ncc3c(N4CCCC4)ncnc32)cc1	-5	2	-17	.	7	3	2%	4%	0.0%	1%	-1%
c1ccc(SCc2nc(-c3ccncc3)n[nH]2)nc1	2	1	-4	-7%	25	5	-14%	21%	0.2%	-1%	-1%
COc1ccc(-c2n[nH]c(C(F)(F)F)c2-c2cc3ccccc3o2)c(O)c1	-12	?	-7	-3%	5	0	?	14%	-0.2%	-21%	-21%
CC(=O)OCC(=O)N1CCN(c2ccc([N+](=O)[O-])cc2)CC1	3	10	-11	-1%	5	4	10%	7%	-0.9%	2%	1%
Cc1ccc(S(=O)(=O)NC(CC(C)C)C(=O)NCC(C)(C)N2CCOCC2)cc1 (stereo unspecified)	-8	-4	-9	.	-2	.	.	.	-0.2%	-1%	.
CC(C)(C)OC(=O)N[C@@H](CCCCNC(=O)OCc1ccccc1)c1nnc([C@H](CCCCNC(=O)OCc2ccccc2)NC(=O)OC(C)(C)C)o1	-12	3	-11	-2%	?	-2	.	-13%	-0.1%	0%	-2%
